ALOX15B inhib – 15-hLO-2 (ALOX15B) enzyme inhibition | O15296 | purified 15hLO-2, xylenol orange hydroperoxide absorbance | Potency, µM (titrated, usually from 57.1 µM), without a hit: top-dose activity change, negative = inhibition, hits mostly inhibitors | hit rate 0.56% among 110,000 | AID 881; note: potency is the fitted concentration of half-maximal effect; nearly all actives have a fitted effect of over 60% in size; many of its hits are not listed in these tables
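Screening format was qHTS against 50 nM purified 15hLO-2 in Hepes pH 7.5 with detergent. Activity follows hydroperoxide formation from 45 uM arachidonic acid, measured as 573:405 nm absorbance ratio of the ferric-xylenol orange complex.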
PNC assembly inh – perinucleolar compartment assembly inhibition; hit rate 3.1% among 140,000; activity change (PNC), negative = inhibition, % at 10 µM; AID 2417; PC3M PTB-GFP, PNC prevalence imaging, 16 h; active compounds read low;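 active = readout at or below -70, meaning at least 70% loss of cells showing the perinucleolar compartment, a nuclear body marking cancer cells; inconclusive = readout between -30 and a set limit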;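 note: plate controls were DMSO wells for no effect and camptothecin positive control wells for full effect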
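Read-out is percentage of cells bearing a perinucleolar compartment, from automated 20x imaging of fixed, Hoechst-stained PC3M PTB-GFP cells. Cells were seeded 4 h, then exposed 16 h to compound (23 nl of library stock) in duplicate plates.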
12-hLO inh – inhibitors of human 12-lipoxygenase (ALOX12) | Potency, µM (series often up to 57.1 µM), for the others: top-dose activity change, negative = inhibition, usual class: inhibitors | hit rate 0.12% among 150,000 | purified 12-hLO, xylenol orange hydroperoxide absorbance | AID 1452; note: potency is the fitted concentration of half-maximal effect; nearly all actives have a fitted effect of over 55% in size; many of its hits are not listed in these tables
Target sequence (P18054 whole entry, looked up): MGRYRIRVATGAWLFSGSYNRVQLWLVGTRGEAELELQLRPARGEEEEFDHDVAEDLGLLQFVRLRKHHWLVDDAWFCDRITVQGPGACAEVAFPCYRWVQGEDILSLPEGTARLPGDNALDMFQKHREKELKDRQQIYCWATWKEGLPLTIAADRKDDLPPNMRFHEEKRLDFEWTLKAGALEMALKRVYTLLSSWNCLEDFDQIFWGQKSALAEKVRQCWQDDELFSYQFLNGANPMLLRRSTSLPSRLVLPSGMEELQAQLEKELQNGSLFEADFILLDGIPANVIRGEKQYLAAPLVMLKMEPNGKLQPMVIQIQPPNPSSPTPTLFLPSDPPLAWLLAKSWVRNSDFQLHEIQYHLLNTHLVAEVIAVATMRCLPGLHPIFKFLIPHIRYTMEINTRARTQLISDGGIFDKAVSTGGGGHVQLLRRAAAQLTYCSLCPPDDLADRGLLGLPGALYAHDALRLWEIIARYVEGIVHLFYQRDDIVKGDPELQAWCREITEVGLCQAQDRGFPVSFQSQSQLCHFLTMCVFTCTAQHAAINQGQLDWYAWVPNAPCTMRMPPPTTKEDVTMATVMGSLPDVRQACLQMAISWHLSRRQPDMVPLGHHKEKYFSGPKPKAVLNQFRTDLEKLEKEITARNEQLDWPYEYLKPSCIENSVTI
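Hydroperoxide formation by human 12-lipoxygenase from 40 uM arachidonic acid was followed colorimetrically via ferric-xylenol orange complex, using the 573/405 nm absorbance ratio. Enzyme concentration was 150 nM, with 30 min reaction at room temperature.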
IMPase cell inh – cell-permeable inhibitors of inositol monophosphatase (IMPase). P97697. CHO-M1 cells, IP1 accumulation, HTRF TR-FRET ratio. inhibition (IP1 accumulation), % at 46.1 µM. 120,000 tested, under 10 active; active = well fitted curve in the direction sought with a large enough effect in the signal ratio, not every such curve was filed as active; inconclusive = small, poorly fitted or top-dose-only effect, or a change in a side signal; inactive = no such curve, though single readings can be large or run the other way; the % refers to the signal ratio;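 note: cells stimulated with carbachol in lithium chloride buffer; plate controls were DMSO basal wells for no effect and reference inhibitor wells for full effect; higher means more IMPase inhibition seen as more IP1 and lower FRET ratio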
Target sequence (P97697 whole entry, looked up): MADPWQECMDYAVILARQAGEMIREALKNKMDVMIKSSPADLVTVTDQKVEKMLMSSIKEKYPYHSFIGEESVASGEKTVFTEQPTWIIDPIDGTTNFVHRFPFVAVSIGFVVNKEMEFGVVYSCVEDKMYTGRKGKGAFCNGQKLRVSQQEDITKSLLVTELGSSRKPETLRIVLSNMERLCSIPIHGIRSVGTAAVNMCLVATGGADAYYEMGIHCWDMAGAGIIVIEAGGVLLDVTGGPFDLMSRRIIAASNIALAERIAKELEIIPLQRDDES
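Measured: the HTRF emission ratio (665/620 nm) plus the 620 nm donor channel, each fitted to the Hill equation to give AC50. Cells were CHO-M1 given compounds up to 46 uM and a 30 min carbachol stimulation at 37C.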
An asterisk follows results filed as active; ? = inconclusive; . = not tested or not shown; & = joins results of further samples; [ ] = another dose, or the depositor's remark. Unless noted, calls come from the whole dose curve; as a rule, active = well fitted curve in the direction sought with a large enough effect; inconclusive = small, poorly fitted or top-dose-only effect, or another doubt; inactive = no such curve, though single readings can be large; an effect the other way counts as inactive or inconclusive. Unless noted, % is set by controls: 0 for no effect and ±100 for the full control effect. Only part of the results is shown; count on the stated rates, not on these rows.

SMILES	ALOX15B inhib	PNC assembly inh	12-hLO inh	IMPase cell inh
COc1ccc(N2C(=O)S[C@@H]3CS(=O)(=O)C[C@@H]32)cc1	.	-113.4*	2.3%	.
O=C(CCN1C(=O)COc2ccccc21)NCCCN1CCN(c2ccc(F)cc2)CC1	35.1%[activator]	60.5	3.6%	-2.3
COc1ccc(C(=O)Nc2ccc(OCc3ccccc3)cc2)cc1[N+](=O)[O-]	4.9%	24.8	6.3%	1.6
CC(/C=C/c1cccc([N+](=O)[O-])c1)=N\NC(=O)c1ccncc1	.	?	-4.3%	.
O=C(CCN1C(=O)c2ccccc2C1=O)N(CCO)Cc1ccccc1	1.4%	21.4	1.2%	3.7
CCc1cccc(N=c2c([N+](=O)[O-])nn(-c3ccc(Cl)cc3)n2O)c1	-14.7%	-2.0	-11.9%	1.1
COC(=O)[C@@H]1C[C@@H]2CC[C@@H](O)C[C@@H]2N1Cc1ccc(C(F)(F)F)cc1	-8.2%	.	-0.5%	.
N=c1n(CCO)c2ccccc2n1CCOc1ccc(Cl)cc1Cl	39.4%[activator]	13.0	-6.3%	5.9
CN(c1ccccc1C(=O)Nc1ccc(S(=O)(=O)N2CCCCC2)cc1)S(C)(=O)=O	8.8%	-19.8	-4.9%	20.2
COC(=O)C(CC(C(=O)OC)C(=O)OC)C(=O)OC	-3.2%	-3.2	-3.2%	1.5
Cc1ccccc1OCCCC(=O)Nc1ccc(Br)cc1	2.2%	?	-15.8%	-0.4
CC(=O)C(C)Oc1ccc2c3c(c(=O)oc2c1)CCCCC3 (stereo not given)	3.0%[2.29 µM]	?	-4.2%	3.0
C=CCOc1ccc(C=Nc2ccc(C)c(Cl)c2)c(O)c1	.	0.0	-2.6%	.
O=C(NCC(c1cccnc1)N1CCN(c2ccccc2)CC1)C1CCCCC1 (stereo not given)	4.2%	-12.8	-4.3%	10.6
COC(=O)c1cc(/C=C/c2ccccc2)on1	-19.8%	35.8	1.6%	8.7
Cc1nn(C)cc1C(=O)Nc1c(C)nn(Cc2ccccc2Cl)c1C	.	56.6	4.2%	.
COc1cccc(C(NC(=O)c2ccccc2F)NC(=O)c2ccccc2F)c1	-10.4%	19.5	3.8%	-20.2
Cc1cccc(C(=O)OCC(=O)Nc2nccs2)c1	-11.4%	?	5.5%	4.7
COc1cc(/C=N/Nc2ncnc3sc4c(c23)CCC4)ccc1O	.	90.9	-6.3%	.
Cc1ccc(S(=O)(=O)c2c(C(=O)c3ccccc3)cnc3cc4c(cc23)OCCO4)cc1	.	?	1.6%	-1.7
COc1ccc(CN2CCC(C(=O)N3CCN(c4ccccc4F)CC3)CC2)cc1OC	.	?	-5.7%	16.2
CC(C)(C)C1CCC2(CC1)C(Nc1cccc(C(F)(F)F)c1)=NC(=S)N2CC#N (stereo not given)	.	167.1	2.4%	-7.0
Cc1ncsc1CCOC(=O)c1ccc([N+](=O)[O-])cc1	.	-12.9	-3.6%	-1.6
COc1cccc(NC(=S)NCc2ccncc2)c1	.	22.8	1.9%	.
Cc1ccc(/C(N)=N/OC(=O)CCC2CCCCC2)cc1	0.4%	1.1	0.5%	-4.7
The listing continues.
SMILES	ALOX15B inhib	PNC assembly inh	12-hLO inh	IMPase cell inh
O=C(CNc1cccc2ccccc12)N/N=C/c1ccc([N+](=O)[O-])cc1	.	?	-2.1%	-1.4
CCC(C)NCC(O)COCc1ccc(Cl)cc1 (stereo not given)	6.8%[2.29 µM]	?	-0.1%	6.0
Cc1nn(C)cc1/C=C(/C#N)C(N)=O	.	14.8	-2.1%	.
CC1CCN(C(=O)Cn2cc(C(=O)c3ccco3)c3ccccc32)CC1	-9.7%	-23.7	-6.9%	5.5
CNS(=O)(=O)c1ccccc1C(=N)c1ccccc1	0.1%[11.4 µM]	.	-1.3%[11.4 µM]	.
COC(=O)c1cn(NC(=O)c2cccnc2)c(=O)c2ccccc12	-1.9%	11.9	7.2%	-2.7
Cc1ccc(-c2csc(NC(=O)c3ccc4c(=O)n5c(nc4c3)CCCCC5)n2)cc1	.	38.4	-0.1%	0.7
COc1ccc(/C=C2\CCC(C3CCCC3)C2=O)cc1Cn1nc(C)cc1C (stereo not given)	.	-18.9	2.8%	.
N#C/C(=C\c1c[nH]c2ccccc12)c1nnc2n1CCCCC2	.	1.9	-2.5%	-2.7
O=c1nc(-c2ccccc2)cc(C(F)(F)F)[nH]1	8.8%	?	2.6%	2.4
N#Cc1c(NC(=S)NC(=O)Cc2cccs2)sc2c1CCCCC2	?	-1.0	-29.5%	-8.0
O=C(O)CC(C(=O)O)n1nc(-c2ccccc2)cc1-c1ccccc1 (stereo not given)	-0.9%	16.3	-2.8%	0.2
O=C(NCc1ccccn1)c1n[nH]c2ccccc12	7.6%	26.6	-0.9%	-3.6
COc1ccc(C(=O)Cn2nnc(-c3ccccc3NC(=O)C3CCCCC3)n2)cc1	-5.1%	14.7	9.1%	-0.6
Cc1ccc(C)c(N(CC(=O)NC2CCCC2)C(=O)c2oc(C(C)(C)C)cc2C)c1	-13.5%	-21.9	-1.9%	12.7
COc1ccc(-c2cc(C(F)(F)F)nc(-n3cncn3)n2)cc1	-1.9%	34.4	12.3%	5.2
COC(=O)N1CCC2(CC1)CCN(c1ccccc1)CC2	-7.2%	.	-3.7%	.
COc1ccc(NC(=O)Cn2c(C)cc(=O)c3cccc(OC)c32)cc1	-10.4%	7.0	3.2%	4.2
CCCC1C2C(=O)N(c3ccccc3OCC)C(=O)C2ON1c1ccccc1 (stereo not given)	-11.8%	5.4	5.8%	-10.6
Cc1ccc(C)c(NC(=O)CN(C)C(=O)CCN2C(=O)c3ccccc3C2=O)c1	-1.3%	?	-3.2%	-7.4
CCCOc1ccc(C(=O)NC(=S)Nc2nc(C)c(C(=O)N(C)C)s2)cc1	-14.3%	2.5	0.3%	-7.7
CCOc1ccccc1N(CC(=O)OC)S(=O)(=O)c1ccccc1	-3.6%	13.5	-0.6%	1.9
O=C(NC1CCCCC1)c1cc2nc3c(c(C(F)(F)F)n2n1)CCCC3	8.0%[2.29 µM]	-29.2	4.6%	21.7
COc1ccccc1NC(=O)c1ccc(Cl)c(S(=O)(=O)N2CCOCC2)c1	3.1%	2.7	-1.0%	10.3
Cc1cccc(C)c1NC(=O)CS(=O)CC(=O)Nc1ccc(F)cc1F (stereo not given)	-4.6%	52.3	3.2%	3.5
Further results follow.
SMILES	ALOX15B inhib	PNC assembly inh	12-hLO inh	IMPase cell inh
COc1ccc(OC)c(CCNC(=O)CC2Oc3ccc(C)cc3NC2=O)c1 (stereo not given)	-2.4%	-18.4	-4.0%	10.2
COc1ccccc1CNC(=O)c1ccccc1N	-2.3%	3.1	2.3%	-5.1
CC(=O)NCCc1nc2ccccc2n1Cc1ccc(C)cc1	13.8%	20.1	1.1%	12.2
O=C(O)CC1S/C(=N/N=C/C=C/c2ccccc2)NC1=O (stereo not given)	.	-9.2&78.1	-2.3%&0.5%	12.3
CC(C)Nc1cc(N2CCCC2)ccc1[N+](=O)[O-]	-29.2%	-11.8	0.0%	4.5
Cc1ccc(C)c(NS(=O)(=O)c2ccc(NC(=O)c3ccco3)cc2)c1	.	-100.0*	-4.4%	-1.5
C=CCn1c(SCc2ccccc2)nnc1-c1cccnc1	-4.8%	-10.1	-2.5%	5.8
CC(=O)Nc1ccc(NC(=O)c2ccccc2F)cc1	-0.9%	?	-4.9%	7.3
O=C(Nc1ccc(F)cc1)c1sc(Cl)nc1-c1ccccc1	.	-11.7	-2.9%	.
CCOC(=O)CCCNC(=O)COC(=O)c1ccc(O)cc1	-4.7%	42.2	6.5%	-5.0
COc1ccc(/C=C/C(=O)NC2CCCCCCC2)cc1S(=O)(=O)N1CCOCC1	.	?	-0.8%	.
Cc1ccc(-c2nnn(CC(=O)N(c3ccccc3F)C(CC(C)C)C(=O)NCC3CCCO3)n2)cc1 (stereo not given)	.	37.2	1.1%	2.1
O=C(NCCC(c1ccccc1)c1ccccc1)c1cccs1	.	-13.6	1.7%	.
Cc1cc(=O)[nH]c(Nc2ccc(C(=O)OC(C)C)cc2)n1	-0.9%	8.8	1.3%	10.8
O=C(Nc1ccc2c(c1)OCO2)c1cc2nc(C3CC3)cc(C(F)(F)F)n2n1	-12.4%	17.7	-4.7%	-2.1
CCOc1nc(-c2ccccc2)ccc1-c1noc(-c2ccncc2)n1	8.7%	?	5.4%	-7.0
CCS(=O)(=O)c1nc(S(=O)(=O)c2ccc(Cl)cc2)c(N2CCc3ccccc3C2)s1	.	?	-1.2%	.
CN1CCN(C(=O)c2cn(C)c3ccc(S(=O)(=O)N(C)C4CCCCC4)cc3c2=O)CC1	11.1%	3.9	-3.2%	7.0
COc1cccc(N=Nc2c(=O)[nH]n3c(=O)c4c([nH]c23)CCC4)c1	.	31.3	-5.0%	.
Cc1cc(/C=C2/NC(=O)N(c3ccccc3)C2=O)c(C)n1C(C)C	.	-19.0	-8.3%	.
COc1ccc(CCNC(=O)CSCc2n[nH]c(=O)[nH]2)cc1OC	-0.4%	19.4	-0.7%	0.3
O=C(COC(=O)C1=Cc2ccccc2OC1)NC1CCCC1	2.8%[11.4 µM]	-83.5*	0.5%	3.2[1.84 µM]
O=C1OC(Nc2ccc(Cl)cn2)c2ccccc21 (stereo not given)	-0.5%	?	0.0%	-2.3
Cc1sc2ncnc(N/N=C/c3ccc(O)cc3)c2c1C	.	11.3	-1.8%	0.1
CC(C)(C)C(=O)COC(=O)c1cc2ccccc2cc1O	-14.2%	15.9	-2.9%	12.6
Following part.
SMILES	ALOX15B inhib	PNC assembly inh	12-hLO inh	IMPase cell inh
COc1cc(C2C(C#N)=C(N)Oc3cc(N)ccc32)cc(OC)c1OC (stereo not given)	.	-89.3*	6.7%	2.7
O=C(CN(C1CCCCC1)C1CCCCC1)N1CCc2ccccc2C1	50.1%[activator]	-9.8	-13.1%	7.9
O=C(NC1CCC(O)CC1)c1ccc(S(=O)(=O)NCc2ccco2)cc1 (stereo not given)	-5.0%	-13.5	1.3%	2.5
O=C(CCn1cnc(-c2ccccc2)c1-c1ccccc1)N/N=C/c1ccccc1O	.	7.7	-11.5%	4.2
COc1ccc(NCc2nnc(SCC(=O)c3ccc(OC)cc3)n2C)cc1	2.1%	-27.2	-4.8%	-1.7
Cc1ccc(Nc2nc(N)nc(CC#N)n2)cc1	-3.4%	-4.9	3.8%	-4.7
Cc1cc(F)c(F)c(C(=O)N2CCOCC2)c1	.	265.4	-5.3%	24.2
O=C(CN1C(=O)C2(OCCCO2)c2ccccc21)NCc1ccccc1	-0.2%	43.7	3.1%	2.3
COCCn1c(=O)c(-c2ccc(OC)cc2)nc2cnc(Oc3ccc(OC)cc3)nc21	-1.7%	.	-1.1%	.
CN=C1C([N+](=O)[O-])=CC=C2C1=NC1(CCCCC1)N2O	.	-5.6	-15.0%	.
Cc1ccc(CCNC(=O)C2CCCN(S(=O)(=O)c3c(C)nn(C)c3C)C2)cc1 (stereo not given)	2.5%	1.2	3.5%	13.2
Cc1ccc2cc(C#N)c(N3CCN(C)CC3)nc2c1	.	-23.0	5.2%	16.1
Cc1ccccc1CNC(=O)/C=C\C(=O)O	.	-15.9	2.4%	.
Cc1ccnc(NC2OC(=O)c3ccccc32)c1 (stereo not given)	1.3%	4.2	17.9%	7.4
CCn1cc(/C=N\NC(=O)c2ccc(F)cc2)cn1	.	29.5	-6.0%	.
O=C(CN1C(=O)C2CC=CCC2C1=O)NCC1COc2ccccc2O1 (stereo not given)	.	39.7	3.7%	1.7

Four of the compounds above, in CSV form:
SMILES,ALOX15B inhib,PNC assembly inh,12-hLO inh,IMPase cell inh
COc1cc(/C=N/Nc2ncnc3sc4c(c23)CCC4)ccc1O,.,90.9,-6.3%,.
Cc1ccc(S(=O)(=O)c2c(C(=O)c3ccccc3)cnc3cc4c(cc23)OCCO4)cc1,.,?,1.6%,-1.7
COc1ccc(CN2CCC(C(=O)N3CCN(c4ccccc4F)CC3)CC2)cc1OC,.,?,-5.7%,16.2
CC(C)(C)C1CCC2(CC1)C(Nc1cccc(C(F)(F)F)c1)=NC(=S)N2CC#N (stereo not given),.,167.1,2.4%,-7.0

Bioassay records from PubChem.
